# Screening data as filed in PubChem.
# ALOX12 inh – Primary qHTS assay for inhibitors of human arachidonate 12S-lipoxygenase (ALOX12): Round 2 | Polyunsaturated fatty acid lipoxygenase ALOX12 (Homo sapiens), P18054 | purified 12hLO, xylenol orange hydroperoxide absorbance | Potency, µM (top dose mostly 108 µM), inactives show top-dose activity change, negative = inhibition, usual class: inhibitors | 580,000 tested, 1.1% active; further: potency means the concentration at half of the fitted maximal effect; on the % scale 0 is the no-effect control and ±100 the full control effect
# Target sequence (P18054 whole entry, looked up): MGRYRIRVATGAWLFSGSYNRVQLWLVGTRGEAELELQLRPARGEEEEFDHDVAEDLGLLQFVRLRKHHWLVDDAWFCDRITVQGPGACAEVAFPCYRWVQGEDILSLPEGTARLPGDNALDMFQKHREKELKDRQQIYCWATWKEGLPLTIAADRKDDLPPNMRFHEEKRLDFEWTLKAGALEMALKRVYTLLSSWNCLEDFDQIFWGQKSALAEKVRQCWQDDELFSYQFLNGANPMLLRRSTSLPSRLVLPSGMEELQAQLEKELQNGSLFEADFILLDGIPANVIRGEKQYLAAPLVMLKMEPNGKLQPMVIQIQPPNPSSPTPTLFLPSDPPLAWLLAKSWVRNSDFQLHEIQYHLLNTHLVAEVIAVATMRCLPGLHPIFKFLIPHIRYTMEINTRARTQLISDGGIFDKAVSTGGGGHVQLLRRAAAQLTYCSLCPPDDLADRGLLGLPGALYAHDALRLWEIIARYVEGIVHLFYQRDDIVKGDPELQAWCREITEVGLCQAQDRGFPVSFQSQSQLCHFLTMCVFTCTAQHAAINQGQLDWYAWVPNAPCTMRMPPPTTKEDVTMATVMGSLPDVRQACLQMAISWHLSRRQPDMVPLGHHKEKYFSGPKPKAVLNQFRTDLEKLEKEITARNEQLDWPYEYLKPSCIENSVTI
#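 Purified human 12hLO at 150 nM in 25 mM Hepes, 0.01% Triton X-100, pH 7.0, preincubated 15 min at room temperature with compound. Reaction started with 40 uM arachidonic acid, 30 min at room temperature. Hydroperoxide measured by Fe-xylenol orange, 573/405 nm absorbance ratio.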
# ERG-DNA inh – qHTS for Small Molecule Inhibitors of the ERG Ets/DNA interaction | Transcriptional regulator ERG (Homo sapiens), P11308 | 370,000 tested, 0.028% active | Potency, µM (titrated, usually from 76.9 µM), inactives show at the top dose FP activity, negative = inhibition, hits mostly inhibitors | fluorescence polarization, His-ERG Ets domain / labelled DNA; active means well fitted inhibition curve with a large enough effect in the polarisation, with a control signal flat; inconclusive means small, poorly fitted or top-dose-only effect, or effect the other way, or a change in a side signal; inactive means no such curve, though single readings can be large or run the other way; the % refers to the polarisation;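 further: polarization taken with two DNA probes labelled with fluorescein and Texas red; potency means the concentration at half of the fitted maximal effect; % of control where 0% means no effect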
#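 His-tagged ERG Ets domain (1 uM in the protein solution; 300mM KCl, 50mM Tris-HCl, 1mM EDTA, 1mM DTT, pH 7.5) received compound, then a probe mix of 5 nM fluorescein-DNA and 100nM Texas-615-DNA. Fluorescence polarization was read for both dyes.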
# RGS4 inh – Inhibitors of Regulator of G Protein Signaling (RGS) 4: qHTS. Regulator of G-protein signaling 4 (Homo sapiens), P49798. AID 504845, 2011. 390,000 tested, 0.039% active. Potency, µM (series often up to 114 µM), for inactives: at the highest dose activity change, negative = inhibition, hits mostly inhibitors. Transcreener GDP fluorescence polarization, RGS4-accelerated GTP hydrolysis; further: potency means the concentration at half of the fitted maximal effect; on the % scale 0 is the no-effect control and ±100 the full control effect; nearly all actives have a fitted effect of over 75% in size; some results filed as inactive show a strong effect at the top dose
# Target sequence (P49798 whole entry, looked up): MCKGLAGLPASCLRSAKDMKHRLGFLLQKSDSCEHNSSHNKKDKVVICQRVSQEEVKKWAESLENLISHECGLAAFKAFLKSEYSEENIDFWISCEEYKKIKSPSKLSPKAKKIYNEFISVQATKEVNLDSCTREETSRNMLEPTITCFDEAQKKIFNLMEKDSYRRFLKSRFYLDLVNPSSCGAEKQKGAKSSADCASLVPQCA
#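 MLSMR compounds (23 nl, pin-transferred) preincubated 10 min at room temperature with a 500nM (2x) first reagent, then RGS4 at 900nM (2x) plus Transcreener GDP mix added; fluorescence polarization (620/688 nm) read before and after 90 min at 30 °C.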
# Vif-A3F inh – qHTS for Inhibitors of Vif-A3F Interactions: qHTS; AID 602313, 2012; Potency, µM (doses to about 46.1 µM), without a hit: top-dose activity, negative = active; 390,000 tested, 0.2% active; HeLa A3F-eYFP + Vif (tagged APOBEC3F with the HIV-1 protein that degrades it), YFP fluorescence increase; further: potency means the concentration at half of the fitted maximal effect; % of control where 0% means no effect; nearly all actives have a fitted effect of over 65% in size
#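 HeLa cells stably expressing Vif plus C-terminally eYFP-tagged A3F were seeded, incubated overnight at 37 deg C, dosed with compound, incubated overnight again at 37 deg C. Yellow fluorescence (Ex 488/Em 500-530) reported blocked Vif-mediated A3F-eYFP degradation.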
# D2 agonist – HTS Assay for Allosteric Agonists of the Human D2 Dopamine Receptor: Primary Screen for Agonists | activation, % at 2 µM | HEK293 T-REx D2 cells, calcium flux agonist mode | 340,000 tested, 0.53% active | D(2) dopamine receptor (Homo sapiens), P14416;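 active means activation over 3 SD above normal in the single-dose calcium agonist read, cut at about 30% in these data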; further: 0% is about no effect
#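 HEK293 Trex D2 cells, tetracycline-induced, o/n 30 C 5% CO2; no-wash Ca dye, RT 30–90 min; 10-cycle baseline, 23 nl cpd added, kinetic Ca read 180 s; agonist hits = positive Ca response.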
# LDHA inh – qHTS assay for inhibitors of human lactate dehydrogenase; L-lactate dehydrogenase A chain (Homo sapiens), P00338; purified LDHA, NADH/diaphorase-resazurin fluorescence; hits give low values; activity change, % (values are at about 110 or 230 µM); 480,000 tested, 0.15% active; AID 1347041, 2019; in the data active means activity change below about -30%; inconclusive means mostly about -25% to -30%;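 further: plate controls were DMSO wells for no effect and wells without enzyme for full effect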
#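 Human LDH5 (2 nM) was incubated with 0.06 mM NADH and 0.2 mM pyruvate for 5 min at room temperature in Tris pH 7.4. Remaining NADH was coupled through diaphorase/resazurin, and resorufin fluorescence was read at 0 and 20 min.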
# GRP78 ERSR act – qHTS for Inducers of the Endoplasmic Reticulum Stress Response (ERSR) in Human Glioma: qHTS. 420,000 tested, 0.02% active. AID 602332, 2012. U87-MG GRP78 promoter luciferase reporter, 16 h. Potency, µM, for the others: at the highest dose activation, most hits filed as activators; further: potency means the concentration at half of the fitted maximal effect; series mostly up to about 76 µM; % of control where 0% means no effect; nearly all actives have a fitted effect of over 35% in size
#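 ERSR induction read as luciferase luminescence (Bright-Glo, 10 min at room temperature) in stably transfected human U87-MG glioma cells exposed to compounds for 16 h, using GRP78 as sensor.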
# Vif-A3G inh – qHTS for Inhibitors of Vif-A3G Interactions: qHTS | AID 602310, 2012 | 410,000 tested, 0.076% active | Potency, µM (series often up to 46.1 µM), for the others: at the top dose activity, negative = active, actives largely listed as inhibitors | DNA dC->dU-editing enzyme APOBEC-3G (Homo sapiens), Q9HC16 | HeLa A3G-eYFP + Vif (tagged APOBEC3G with the HIV-1 protein that degrades it), YFP fluorescence, overnight;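 further: potency means the concentration at half of the fitted maximal effect; on the % scale 0 is the no-effect control and ±100 the full control effect; nearly all actives have a fitted effect of over 60% in size; hits raise eYFP signal because A3G escapes Vif-driven loss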
#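 HeLa cells stably expressing Vif and C-terminally eYFP-tagged A3G, seeded overnight at 37 deg C, then exposed to compound by pintool overnight at 37 deg C. Rise in yellow fluorescence (Ex 488/Em 500-530, Acumen) marks blocked Vif-driven A3G degradation.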
# D2 antagonist – HTS Assay for Allosteric Antagonists of the Human D2 Dopamine Receptor: Primary Screen for Antagonists. D(2) dopamine receptor (Homo sapiens), P14416. HEK293 TREx D2 cells, calcium flux, dopamine EC80. inhibition, % at 10 µM. 340,000 tested, 2% active. AID 485344, 2010; in the data active means inhibition above about 30%; further: 0% is about no effect
#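 Inhibition of EC80 dopamine-driven calcium flux, recorded kinetically, defines activity here; cells are a tetracycline-induced HEK293 T-REx line expressing force-coupled D2.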
# Active calls of the source: *; ? = inconclusive; nt = no result given; & = joins results of further samples; [ ] = dose if it differs, or a comment. Unless noted, the call rests on the fitted dose curve; in most records, active means well fitted curve in the direction sought with a large enough effect; inconclusive means small, poorly fitted or top-dose-only effect, or another doubt; inactive means no such curve, though single readings can be large; an effect the other way counts as inactive or inconclusive. These rows are one share of the data; the hit share may differ from the screen's.
SMILES,ALOX12 inh,ERG-DNA inh,RGS4 inh,Vif-A3F inh,D2 agonist,LDHA inh,GRP78 ERSR act,Vif-A3G inh,D2 antagonist
Cc1ccc(S(=O)(=O)NCCSc2ccccc2)cc1[N+](=O)[O-],-15%,0%,-29%,-15%,-0.3,-1,-6%,-4%,-1
CCC(Oc1ccccc1F)C(=O)Nc1cc(-c2ccccc2)no1 (stereo not given),-15%,2%,-12%,-2%,0.9,4,-1%,-4%,nt
COc1cc(/C(C)=N/NC(=O)Cc2c(C)[nH][nH]c2=O)ccc1O,18%,-3%,0%,11%,-1.3,-3,-4%,-2%,-18
O=C(COC(=O)c1ccc(F)c(S(=O)(=O)N2CCOCC2)c1)NCc1ccc(F)cc1,-8%,10%,8%,-7%,nt,-9,-2%,-1%,nt
COc1cccc(CNS(=O)(=O)c2c(C(=O)N3CCCC3)c(C)n(C)c2C)c1,-4%,0%,1%[56.9 µM],-1%,-0.6,-1,-1%,-1%,4
O=c1c2cccnc2nc2n1CCCCC2,-7%,4%,-8%,0%,1.0,-1,-2%,-5%,4
Cn1c2c(c(=O)n(C)c1=O)CN(Cc1ccc3c(c1)OCO3)CN2,0%,-1%,-43%,5%,0.8,-4,-4%,-1%,4
COc1ccc(S(=O)(=O)N2CCCC(C(=O)NCCN3CCOCC3)C2)cc1C (stereo not given),4%,4%,4%,1%,-0.4,-6,-6%,0%,-9
COc1ccc(C(=O)NCC(c2cccnc2)N2CCc3ccccc3C2)cc1 (stereo not given),-24%,0%,7%,0%,-0.2,-4,-1%,4%,nt
Cc1cccc(-n2ncc(C#N)c2N)c1,0%,9%,-10%,-17%,-0.2,-3,-3%,0%,16
Cn1cc([N+](=O)[O-])c(C(=O)N/N=C/c2cc3c(cc2Br)OCO3)n1,0%,6%,-7%,-6%,0.2,-1,-5%,-4%,-4
Cc1ccc(S(=O)(=O)NCC(=O)NCc2cc(=O)n(C)c(=O)n2C)cc1,15%,1%,-19%[56.9 µM],1%,0.8,-2,-2%,6%,-6
Cc1ccc(NC(=O)CN(C)C(=O)c2ccc(Cl)c(S(=O)(=O)NCc3ccco3)c2)cc1,?,1%,-17%,0%,nt,-7,-8%,-3%,nt
Cc1ccc(C(=O)NC(NCC2CCCO2)C(Cl)(Cl)Cl)cc1 (stereo not given),-1%,-5%,13%,-13%,-0.9,-7,-4%,-1%,-12
Cc1ccccc1NC(=O)c1ccccc1NC(=O)c1cccs1,-1%,-5%,-11%,10%,-0.9,4,-3%,1%,-2
COc1ccc(C2=NN(C(=O)CSc3cn(C)c4ccccc34)C(c3ccc(OC)cc3)C2)cc1 (stereo not given),-26%,6%,-17%,-7%,0.5,0,-3%,0%,-23
O=C(CN1C(=O)NC2(CCCC2)C1=O)Nc1ccccc1C(F)(F)F,0%,6%,27%,14%,0.3,-9,-5%,-1%,-14
COc1ccc(-c2nc(CS(=O)CC(=O)NCc3ccco3)c(C)o2)cc1 (stereo not given),5%[57.4 µM],9%,-34%,1%,-1.0,1,-5%,-4%,-3
CC1(C)CC(=O)C(C(=S)Nc2ccccc2)=C(NCCN2CCOCC2)C1,5%,0%,0%,-14%,-0.3,0,1%,-6%,-5
O=C(N/N=C/c1cccc([N+](=O)[O-])c1)c1ccc2c(c1)OCCO2,0%,3%,-39%,0%,1.2,-3,-3%,-2%,12
Cc1cc(N2CCN(c3nnnn3-c3ccccc3)CC2)n2ncnc2n1,27%,-14%,0%,-8%,-0.1,-1,0%,0%,11
Cc1ccc2oc(C(=O)N(Cc3ccc(N(C)C)cc3)C3CCS(=O)(=O)C3)c(C)c2c1 (stereo not given),3%,8%,-2%,0%,0.3,-1,-3%,-5%,9
COc1cc(CN(C(=O)COc2ccc(F)cc2)c2ccccn2)cc(OC)c1OC,1%,-2%,2%,-1%,nt,-1,0%,-1%,nt
COc1ccc(NC(=O)CSc2nnc(-c3cccs3)n2Cc2ccco2)cc1OC,-6%,1%,5%,0%,1.0,-6,0%,1%,-2
Cc1nc(CSc2n[nH]c(=O)n2-c2ccccc2)cs1,357%[activator],6%,-6%,5%,0.5,-1,-3%,-3%,-28
CC(C)CC(=O)Nc1nnc(S(=O)(=O)N(C)c2ccc(Cl)cc2)s1,0%&-3%,-7%&2%,-21%&-7%,-1%&-11%,0.6&0.3,-4&-7,-1%&-2%,1%&2%,-16
COc1ccc(NC(=O)CSc2ccc3c(c2)OCCO3)cc1S(N)(=O)=O,-1%,18%,22%,-1%,nt,4,-1%,0%,nt
Cc1cc(C)n2nc(CNC(=O)c3ccc(Cl)cc3)nc2n1,-1%,6%,-10%,3%,0.7,0,-2%,1%,nt
CCOc1ccc(C(=O)NC(C(=O)NCC2CCCO2)C(C)C)cc1 (stereo not given),1%,-9%,0%,5%,-2.2,-18,-4%,-1%,-4
Cc1ccc(OC(F)F)c(NC(=O)Nc2cccc(C(F)(F)F)c2)c1,-7%,3%,15%,-4%,0.1,0,4%,-11%,6
[2H]C(CCOS(N)(=O)=O)c1ccc(C(C)(C)C)cc1 (stereo not given),14%,10%,2%,3%,-1.3,-2,-7%,0%,17
COc1cc(-c2noc(-c3ccc(N(C)C)c([N+](=O)[O-])c3)n2)cc(OC)c1OC,-13%,3%,5%,13%,0.2,-4,-4%,2%,nt
Cc1ccc(S(=O)(=O)N2CCOCC2)cc1NC(=O)COC(=O)Cn1c(C)csc1=O,-4%,1%,-15%,8%,0.1,-3,-4%,0%,-1
Cc1cc2c(cc1C)NC(CC(=O)Nc1cccc(Cl)c1)C(=O)N2 (stereo not given),0%,0%,-1%,?,1.3,0,1%,-13%,nt
Cc1ccc(NC(=O)c2ccc(N3C(=O)C4CC=C(Cl)CC4C3=O)cc2)cc1 (stereo not given),-17%,nt,-36%,1%,0.0,-3,1%,0%,-22
O=C(CCC(=O)c1cccs1)Nc1ccc(N2CCCCC2)cc1,5%&-12%,2%,-15%,-2%,-0.4,14&-1,2%,-2%,1
CCOc1ccccc1NC(=O)NC(=O)N(C)S(C)(=O)=O,0%,-14%,13%,-8%,nt,-3,-2%,1%,nt
CCN(CC)c1ccc(C2NC(=O)c3ccccc3N2)cc1 (stereo not given),7%,-1%,-7%,-11%,nt,-5,-11%,?,nt
COc1cc(NS(=O)(=O)c2ccc(NC(=O)CN3C(=O)c4ccccc4C3=O)cc2)ncn1,-2%,-3%,-11%,1%,0.4,-3,-4%,7%,3

# Complete entries as entered above.
# Listed for Cc1cc(C)n2nc(CNC(=O)c3ccc(Cl)cc3)nc2n1 → ALOX12 inh: -1%; ERG-DNA inh: 6%; RGS4 inh: -10%; Vif-A3F inh: 3%; D2 agonist: 0.7; LDHA inh: 0; GRP78 ERSR act: -2%; Vif-A3G inh: 1%; D2 antagonist: nt
# Listed for CCOc1ccccc1NC(=O)NC(=O)N(C)S(C)(=O)=O → ALOX12 inh: 0%; ERG-DNA inh: -14%; RGS4 inh: 13%; Vif-A3F inh: -8%; D2 agonist: nt; LDHA inh: -3; GRP78 ERSR act: -2%; Vif-A3G inh: 1%; D2 antagonist: nt

# Part of the list above in order of molar mass, smallest number first.
SMILES,ALOX12 inh,ERG-DNA inh,RGS4 inh,Vif-A3F inh,D2 agonist,LDHA inh,GRP78 ERSR act,Vif-A3G inh,D2 antagonist
Cc1ccc(S(=O)(=O)NCCSc2ccccc2)cc1[N+](=O)[O-],-15%,0%,-29%,-15%,-0.3,-1,-6%,-4%,-1
Cc1ccc(NC(=O)c2ccc(N3C(=O)C4CC=C(Cl)CC4C3=O)cc2)cc1 (stereo not given),-17%,nt,-36%,1%,0.0,-3,1%,0%,-22
COc1cccc(CNS(=O)(=O)c2c(C(=O)N3CCCC3)c(C)n(C)c2C)c1,-4%,0%,1%[56.9 µM],-1%,-0.6,-1,-1%,-1%,4
